Assay outcomes deposited in PubChem BioAssay by several laboratories.
Vc quorum ag: induces V. cholerae light production without autoinducers. V. cholerae BH1578 lux reporter, luminescence, 6 h. activation, % at 18.7 µM. hit rate 0.16% among 350,000. AID 588436; in the data active = activation mostly above about 9.7%, no sharp cut-off; note: not every result past the cut was called active; inactives centre near 0; reference of the scale not given here
SSB-PriA inh: K. pneumoniae PriA-SSBct interaction inhibition; AlphaScreen SSBct-PriA binding, biotinylated peptide; inhibition, % at 33 µM; hit rate 0.6% among 430,000; AID 1272365; in the data active = inhibition mostly above about 37%, no sharp cut-off; inactive = mostly below about 20%;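 note: plate controls were negative control peptide for no effect and reference peptide for full effect; strong numbers were not always called active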
Anthrax LF prot: anthrax lethal factor protease inhibition; hit rate 0.12% among 360,000; inhibition, % at 10 µM; AID 588501; P15917; multiplex microsphere protease cleavage assay, LF; note: plate controls were buffer without enzyme for full effect and enzyme alone for no effect
Target sequence (P15917 whole entry, looked up): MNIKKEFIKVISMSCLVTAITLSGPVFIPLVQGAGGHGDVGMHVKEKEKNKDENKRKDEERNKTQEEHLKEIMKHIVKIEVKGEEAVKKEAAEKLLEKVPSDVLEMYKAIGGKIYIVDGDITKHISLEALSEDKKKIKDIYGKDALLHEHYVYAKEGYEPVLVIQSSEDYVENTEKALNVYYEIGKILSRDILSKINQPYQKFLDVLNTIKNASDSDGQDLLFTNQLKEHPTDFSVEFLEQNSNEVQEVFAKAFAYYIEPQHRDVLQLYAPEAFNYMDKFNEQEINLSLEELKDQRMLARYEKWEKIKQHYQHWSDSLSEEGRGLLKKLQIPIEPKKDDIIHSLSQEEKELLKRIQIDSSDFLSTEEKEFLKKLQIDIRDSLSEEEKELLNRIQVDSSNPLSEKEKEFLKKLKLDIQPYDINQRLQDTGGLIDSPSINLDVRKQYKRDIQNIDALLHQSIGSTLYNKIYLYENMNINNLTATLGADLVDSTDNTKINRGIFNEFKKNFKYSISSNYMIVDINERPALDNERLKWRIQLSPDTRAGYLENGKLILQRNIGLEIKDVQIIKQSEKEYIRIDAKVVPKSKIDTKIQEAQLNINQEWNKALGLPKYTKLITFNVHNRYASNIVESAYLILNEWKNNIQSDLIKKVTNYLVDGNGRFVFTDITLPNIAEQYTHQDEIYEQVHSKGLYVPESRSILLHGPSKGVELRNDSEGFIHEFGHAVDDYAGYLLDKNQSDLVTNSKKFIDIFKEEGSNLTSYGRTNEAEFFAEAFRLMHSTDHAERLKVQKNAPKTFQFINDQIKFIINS
CCHF vOTU inh: blocks the CCHF virus ovarian tumor domain protease | inhibition, % at 11.5 µM | hit rate 0.55% among 370,000 | AID 651958 | CCHFV vOTU protease, Pep-AMC fluorescence; in the data active = inhibition above about 30%; note: 0% = vehicle wells with enzyme and 100% = no enzyme wells
DUSP3 inh: blocks human VHR1 dual specificity phosphatase; recombinant VHR phosphatase, pNPP absorbance; inhibition, % at 13.3 µM; hit rate 0.52% among 290,000; in the data active = inhibition above about 50%; note: some compounds called inactive have numbers as strong as hits
Target sequence (P51452 whole entry, looked up): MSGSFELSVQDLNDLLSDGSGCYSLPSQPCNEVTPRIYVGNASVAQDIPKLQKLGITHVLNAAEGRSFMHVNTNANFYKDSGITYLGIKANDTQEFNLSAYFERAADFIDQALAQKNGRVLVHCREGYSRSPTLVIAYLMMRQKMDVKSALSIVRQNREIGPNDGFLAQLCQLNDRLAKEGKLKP
PfHsp40 yeast: restores yeast growth despite PfHsp40 toxicity | hit rate 0.68% among 340,000 | growth rescue, % at 12.5 µM | S. cerevisiae expressing PfHsp40, growth rescue, ATP luminescence; in the data active = growth rescue above about 28%, passing the limit was not always enough;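 note: yeast W303a lacking pdr1 and pdr3 grown in galactose medium; growth measured after three days at 30 °C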
BoNT A protease: blocks Botulinum neurotoxin A light chain protease; inhibition, % at 10 µM; hit rate 0.17% among 360,000; AID 588499; multiplex microsphere protease substrate cleavage, flow cytometry; note: plate controls were buffer without enzyme for full effect and enzyme alone for no effect
TcdB GH inh: blocks C. difficile toxin B glycohydrolase activity. inhibition, % at 9.99 µM. hit rate 0.24% among 350,000. P18177. TcdB glycohydrolase enzymatic assay, plate reader. AID 652162; in the data active = inhibition above about 10%
SARS 3CLpro inh: SARS-CoV 3CLpro protease inhibition. inhibition, % at 6 µM. recombinant SARS-CoV 3CLpro, quenched FRET peptide cleavage. AID 1706. hit rate 0.14% among 290,000. P0C6X7; in the data active = inhibition above about 12%
Yp Topo-I inh: blocks Yersinia pestis topoisomerase I activity | activity, % at 10 µM | Y. pestis Topo-I cleavage product accumulation, plate reader | hit rate 0.064% among 360,000 | AID 504884; in the data active = activity above about 50%, passing the limit was not always enough; note: inactives centre near 2
* = called active by the depositor; i = inactive; . = no result given. Cut-off read from the data, not from the text of the source, unless noted: active = inhibition above about 30%; inconclusive = no clear call, values can overlap the other calls; inactive = below that.

SMILES | Vc quorum ag | SSB-PriA inh | Anthrax LF prot | CCHF vOTU inh | DUSP3 inh | PfHsp40 yeast | BoNT A protease | TcdB GH inh | SARS 3CLpro inh | Yp Topo-I inh
Cc1ccc2c(c1)C(O)(CC(=O)c1ccc(C)s1)C(=O)N2 (configuration not stated) | 0.9 | 1 | 0 | -15 | 1 | -1.0 | 0.1 | . | 3 | 0
O=C(Cn1cnc2scc(-c3cccc([N+](=O)[O-])c3)c2c1=O)NCc1ccco1 | -0.3 | -1 | 2 | 6 | 50 | -0.2 | 1.0 | -0.1 | 5 | -10
Cc1cc(C)nc(N/N=C2/CCCC/C2=C\c2ccccc2)n1 | -0.3 | . | 2 | 5 | 17 | -1.5 | -0.3 | 1.5 | 1 | 9
NNC(=O)CNC(=O)Nc1n[nH]c(=S)s1 | . | . | -8 | -11 | . | . | -1.4 | 10* | . | .
Cc1csc(=Nc2ccccc2)n1Cc1ccco1 | -2.7 | 12 | 0 | -6 | -2 | 0.2 | -0.4 | 0.5 | 3 | -4
O=[N+]([O-])c1ccc(/C=N/N/C(=N/c2ccccn2)c2ccccn2)cc1 | 1.8 | . | -1 | 5 | 21 | -0.2 | 1.2 | 1.1 | 1 | -4
CSc1ccc(C(=O)C2CCCN(Cc3cc4ccccc4[nH]3)C2)cc1 (configuration not stated) | -0.4 | 27 | -2 | -7 | 25 | 1.3 | -1.0 | 0.3 | 3 | -5
O=C(NCCCN1CCCCCC1)c1cc2c(=O)oc3ccccc3c2s1 | -0.4 | 4 | 1 | 14 | 10 | 0.0 | -0.2 | -7.1 | -1 | 7
O=C(C1CCN(S(=O)(=O)c2ccc(Br)s2)CC1)N1CCCCC1 | -0.5 | -11 | -15 | -1 | 10 | 0.5 | -2.6 | 0.3 | -2 | 19
CCOc1ccccc1-n1cnc2cc(C(=O)NCc3ccco3)ccc21 | -0.3 | 3 | -1 | 5 | 11 | -1.7 | -0.1 | . | 2 | -1
COc1ccc(C(=O)NC(=S)NNC(=O)Cc2cccs2)cc1 | . | 0 | -7 | 7 | 3 | 4.8 | 1.2 | . | -2 | 4
CNNC(=S)Nc1cccc(C(F)(F)F)c1 | 0.0 | -2 | -5 | 20 | 27 | . | -0.3 | -2.9 | 0 | 4
Nc1cc(N)nc(SCC(=O)N2CCCCC2)n1 | i | 2 | 8 | -11 | 30 | -0.4 | -0.9 | . | 4 | -1
NC(=O)CCCSc1nc2ccccc2[nH]1 | -0.5 | 2 | -5 | -1 | 14 | -1.0 | 0.5 | 1.4 | 2 | 0
CCn1c(-c2csc3ccccc23)n[nH]c1=S | -0.7 | 1 | 4 | 5 | 21 | -0.7 | -0.5 | 2.5 | 7 | 3
COc1ccc(OC)c(S(=O)(=O)N2CCC(C(=O)NC3CCCCC3)CC2)c1 | i | -7 | -5 | 6 | 29 | -0.2 | -1.0 | 1.1 | 6 | -5
COc1ccccc1-c1nnc(NC(C)=O)s1 | i | -7 | 0 | -4 | 0 | 0.2 | 0.4 | . | -4 | -1
O=C(/C=C/c1ccccc1)c1c[nH]c2ccccc12 | i | 1 | -7 | 1 | -3 | 1.6 | -0.3 | 0.0 | 5 | -1
COc1ccc(OC)c(C(=O)c2ccc(C(=O)Nc3ccc(NC(C)=O)cc3)cc2)c1 | i | -19 | -3 | 22 | -14 | 1.9 | -0.1 | -11 | -1 | -14
CN(C(=O)COc1ccc(Cl)cc1Cl)C1(C)CCS(=O)(=O)C1 (configuration not stated) | i | 12 | 1 | -9 | . | 0.3 | 0.1 | -1.9 | . | 3

Sorted by formula weight (rising): part of the list above
SMILES | Vc quorum ag | SSB-PriA inh | Anthrax LF prot | CCHF vOTU inh | DUSP3 inh | PfHsp40 yeast | BoNT A protease | TcdB GH inh | SARS 3CLpro inh | Yp Topo-I inh
NC(=O)CCCSc1nc2ccccc2[nH]1 | -0.5 | 2 | -5 | -1 | 14 | -1.0 | 0.5 | 1.4 | 2 | 0
CNNC(=S)Nc1cccc(C(F)(F)F)c1 | 0.0 | -2 | -5 | 20 | 27 | . | -0.3 | -2.9 | 0 | 4
Cc1ccc2c(c1)C(O)(CC(=O)c1ccc(C)s1)C(=O)N2 (configuration not stated) | 0.9 | 1 | 0 | -15 | 1 | -1.0 | 0.1 | . | 3 | 0
O=[N+]([O-])c1ccc(/C=N/N/C(=N/c2ccccn2)c2ccccn2)cc1 | 1.8 | . | -1 | 5 | 21 | -0.2 | 1.2 | 1.1 | 1 | -4
COc1ccc(C(=O)NC(=S)NNC(=O)Cc2cccs2)cc1 | . | 0 | -7 | 7 | 3 | 4.8 | 1.2 | . | -2 | 4
CCOc1ccccc1-n1cnc2cc(C(=O)NCc3ccco3)ccc21 | -0.3 | 3 | -1 | 5 | 11 | -1.7 | -0.1 | . | 2 | -1
CSc1ccc(C(=O)C2CCCN(Cc3cc4ccccc4[nH]3)C2)cc1 (configuration not stated) | -0.4 | 27 | -2 | -7 | 25 | 1.3 | -1.0 | 0.3 | 3 | -5
CN(C(=O)COc1ccc(Cl)cc1Cl)C1(C)CCS(=O)(=O)C1 (configuration not stated) | i | 12 | 1 | -9 | . | 0.3 | 0.1 | -1.9 | . | 3
O=C(NCCCN1CCCCCC1)c1cc2c(=O)oc3ccccc3c2s1 | -0.4 | 4 | 1 | 14 | 10 | 0.0 | -0.2 | -7.1 | -1 | 7
O=C(Cn1cnc2scc(-c3cccc([N+](=O)[O-])c3)c2c1=O)NCc1ccco1 | -0.3 | -1 | 2 | 6 | 50 | -0.2 | 1.0 | -0.1 | 5 | -10

(listing goes on)
SMILES | Vc quorum ag | SSB-PriA inh | Anthrax LF prot | CCHF vOTU inh | DUSP3 inh | PfHsp40 yeast | BoNT A protease | TcdB GH inh | SARS 3CLpro inh | Yp Topo-I inh
COc1cc2sc3ccc(C#CC4(O)CCCCC4)cc3c(=O)c2cc1OC | -0.8 | -11 | 0 | -5 | . | 1.3 | 6.3 | 1.4 | . | 0
O=C(CCN1C(=O)/C(=C/c2cccs2)SC1=S)Nc1ccc(O)cc1 | -0.5 | 3 | -2 | 11 | 14 | -0.5 | 1.3 | 1.2 | -3 | 14
O=c1oc2cc(Br)ccc2n1Cc1ccccc1 | 1.6 | -13 | -2 | -3 | -29 | 0.7 | 1.1 | -0.5 | -1 | -6
CCn1c(O)c(C(c2ccccn2)c2c(O)n(CC)c(=S)[nH]c2=O)c(=O)[nH]c1=S | -0.6 | 12 | -4 | -7 | 27 | 0.8 | 0.5 | 0.8 | 1 | -6
Cn1c(SCc2cccc(C#N)c2)nc2ccccc2c1=O | 1.3 | -6 | 3 | 2 | -2 | 5.6 | -2.3 | 0.4 | 1 | 45
O=C(N/N=C/c1c[nH]c2ccccc12)c1ccc(Cl)cc1 | i | . | 3 | 7 | 12 | 0.4 | -0.4 | -0.5 | -5 | -13
O=C(Cc1ccc([N+](=O)[O-])cc1)NCc1cccnc1 | -0.4 | 0 | 0 | 3 | -11 | 0.1 | -3.7 | 0.5 | 3 | 0
CC(=O)N1CCOc2ccc(S(=O)(=O)NC[C@H]3O[C@@H](n4cnc5c(N)ncnc54)[C@H](O)[C@@H]3O)cc21 | i | -6 | -3 | 4 | . | -1.6 | -0.1 | 0.2 | . | 2
COc1cc(CCc2ccccc2)c(C(=O)O)c(O)c1CC=C(C)C | -0.3 | -8 | -1 | 29 | . | 5.6 | 0.1 | -0.9 | . | 7
Nc1cc(-c2ccc(Cl)cc2)nn1S(=O)(=O)c1ccc(Cl)cc1 | -0.1 | -9 | 2 | -6 | 19 | -0.1 | 1.4 | 1.9 | -2 | -9
Cc1ccc(NC2=CC(=O)CC(C)(C)C2)c(N)c1 | i | 4 | 6 | 16 | -4 | -1.2 | 2.7 | . | -4 | -1
CCCc1cc(=O)[nH]c(SCC(=O)N2CCOCC2)n1 | -1.3 | -6 | 7 | -1 | 26 | 0.0 | -1.8 | 1.5 | -4 | 5
N#Cc1ccc(-c2nc3c4ccccc4ccn3c2CC2CCCCC2)cc1 | . | . | -9 | 10 | . | . | -0.2 | -0.5 | . | .
O=C(COc1ccccc1)NCCS(=O)(=O)N1CCN(c2ccccc2)CC1 | -2.5 | -8 | -7 | 1 | . | -0.3 | -0.7 | 0.3 | . | 12
Cc1cc(C)cc(NC(=O)c2cccnc2)c1 | i | -8 | 11 | 0 | 22 | -0.4 | -1.3 | 1.0 | 0 | 0
CC1(C)CC2(CC(c3cccs3)c3cc(Cl)c(O)cc3O2)NC(=S)N1 (configuration not stated) | -1.4 | 17 | -2 | 8 | 13 | -0.7 | 0.1 | . | 7 | 2
CCC(C)NCC(O)(c1ccc(Cl)cc1)c1ccc(Cl)cc1 (configuration not stated) | -0.2 | -8 | -3 | -9 | 19 | -0.8 | -0.5 | 0.3 | -8 | -15
O=C(c1cnsn1)N1CCN(c2ccccn2)CC1 | i | -4 | -3 | 5 | 21 | -2.2 | -0.1 | . | 2 | -6
CCc1ccccc1NC(=O)Nc1ccsc1C(=O)OC | -0.6 | 7 | -4 | 10 | 19 | 0.4 | 3.1 | 1.7 | -2 | 7
CC(=O)Nc1ccc(NC(=O)CN(C)CCC#N)cc1 | 3.8 | -13 | -2 | 10 | 28 | 0.4 | -0.5 | . | -1 | -11
COc1cc(C(=O)NCC(=O)N/N=C/c2cccs2)cc(OC)c1OC | i | . | 1 | -1 | 23 | -1.1 | -0.5 | 0.1 | 0 | -4
N#Cc1cn(N2CCCCC2)c(=O)[nH]c1=O | -7.7 | 3 | -6 | 1 | 10 | -1.6 | -3.1 | 2.2 | -3 | 15
COc1ccc(CCNC(=O)CSc2nnc(CNC(=O)c3cc(OC)c(OC)c(OC)c3)o2)cc1OC | -0.4 | 10 | 0 | 11 | 10 | 0.0 | 2.2 | 0.6 | 5 | -2
COCCN1CCn2c(nc3cc(NC(C)=O)ccc32)C1 | i | -18 | -2 | -27 | 28 | -0.3 | -0.5 | 2.4 | 0 | -10
CC1=C(C(=O)Nc2ccc(Cl)cc2)C(c2ccncc2)C(C#N)=C(SCC(N)=O)N1 (configuration not stated) | -1.7 | -5 | -3 | -8 | 18 | -0.2 | 0.0 | 1.6 | 2 | -11
COc1ccccc1/C=C/C=C1\Oc2c(ccc(O)c2CN(C)C)C1=O | -0.4 | 4 | 10 | 6 | 9 | -0.5 | 10 | 1.0 | 0 | -5
C/C(=C\C(=O)c1ccccc1)Nc1cccc(O)c1 | -0.2 | . | -3 | -6 | 8 | 0.2 | 0.2 | 0.2 | 2 | -3
Cc1c(NC(=O)C(C)OC(=O)[C@@H](NC(=O)c2ccccc2)C(C)C)c(=O)n(-c2ccccc2)n1C (some centres not stated) | -7.0 | -15 | -4 | -2 | 13 | -0.6 | 0.0 | . | 4 | 3

Two entries from above, with tabs:
compound	Vc quorum ag	SSB-PriA inh	Anthrax LF prot	CCHF vOTU inh	DUSP3 inh	PfHsp40 yeast	BoNT A protease	TcdB GH inh	SARS 3CLpro inh	Yp Topo-I inh
COc1cc(C(=O)NCC(=O)N/N=C/c2cccs2)cc(OC)c1OC	i	.	1	-1	23	-1.1	-0.5	0.1	0	-4
N#Cc1cn(N2CCCCC2)c(=O)[nH]c1=O	-7.7	3	-6	1	10	-1.6	-3.1	2.2	-3	15

These rows are one share of the data, so the mix of outcomes need not match the whole.
